Assay outcomes (PubChem)
UPR CHOP act: activators of apoptotic arm of unfolded protein response (CHOP); activation, % at 10 µM; AID 449763; CHO-CHOP luciferase reporter, UPR activation, luminescence; percent of tunicamycin response over DMSO baseline; 330,000 tested, 0.34% active;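 active means at 10 µM dose, activation of 40% or more, normalized to positive control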;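 further: 100% = tunicamycin at 10 µg/mL and 0% = DMSO alone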
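Evaluation: % reporter activation, DMSO baseline versus tunicamycin full activation; System: CHO-CHOP luciferase reporter cell line; Input: 500 cells/well; Incubation: 6 h compound treatment, 37 °C; Measured by: Steady-Glo luciferase luminescence; Dosing: one dose, 10 µM in 0.5% DMSO; Buffer or medium: F12 medium, 10% FBS; Benchmarks: positive tunicamycin 10 µg/mL, negative DMSO alone.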
Jurkat NFkB inh: lowers PMA/ionomycin-induced NF-kB signal in Jurkat cells. inhibition, % at 4 µM. PMA/ionomycin-induced NF-kB luciferase reporter, luminescence. 330,000 tested, 0.53% active; in the data active means inhibition above about 50%
tim10-1 inh: inhibits growth of tim10-1 mutant yeast; inhibition, % at 20 µM; S. cerevisiae tim10-1 ts strain growth, BacTiter-Glo, 24 h; 330,000 tested, 2.2% active;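 active means inhibition of at least 40%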;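 further: mutant grown at 25 °C; 0% = DMSO wells with yeast and 100% = wells holding no yeast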
697 NFkB inh: inhibitors of the PMA/ionomycin-induced NF-kB reporter in 697 B cells. 697 B-cell NF-kB luciferase reporter, 16 h. inhibition, % at 4 µM. 330,000 tested, 0.33% active; in the data active means inhibition above about 35%
UPR XBP1 act: adaptive UPR (XBP1) activation; AID 463104; 330,000 tested, 0.33% active; CHO-XBP1 luciferase reporter, IRE1-XBP1 UPR activation, luminescence; percent of tunicamycin response, DMSO as zero; activation, % at 20 µM;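 active means versus positive control, 20 µM dose yields 30% or more activation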;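 further: 100% = tunicamycin at 10 µg/mL and 0% = DMSO only wells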
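Assay system: IRE1-XBP1 luciferase reporter CHO line. Input: 1000 cells/well. Buffer or medium: F12 with 10% serum. Doses: 20 µM, 1% DMSO. Times: overnight seeding at 37 °C, 6 h compound treatment at 37 °C. Technique: Steady-Glo luciferase glow luminescence, 10 min after reagent addition.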
tim23-1 inh: growth inhibitors of tim23-1 mutant yeast | inhibition, % at 20 µM | AID 463212 | S. cerevisiae tim23-1 growth, BacTiter-Glo luminescence, 24 h | 330,000 tested, 1.3% active;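 active means growth inhibition of the mutant yeast at or above 50%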;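 further: temperature-sensitive mutant grown at 25 °C; plate controls were DMSO-treated mutant yeast for no effect and medium wells lacking yeast for full effect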
TIM10 inh: TIM10 yeast growth inhibition. S. cerevisiae TIM10 strain growth, BacTiter-Glo luminescence, 24 h. inhibition, % at 10 µM. 330,000 tested, 1.4% active. AID 463195;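 active means inhibition of 40% or more at the single tested concentration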;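 further: wild-type TIM10 isogenic control strain grown at permissive 25 °C; 0% = DMSO yeast wells and 100% = minimal medium wells without yeast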
Mdm2-MdmX inh: disrupts the human Mdm2-MdmX interaction; O15151+Q00987; SaOS-2 split-luciferase Mdm2/MdmX complementation, luminescence; inhibition, % at 8 µM; 330,000 tested, 3% active;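 active means inhibition of at least 50% at 8 µM in the primary screen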
Target sequence (O15151 whole entry, looked up): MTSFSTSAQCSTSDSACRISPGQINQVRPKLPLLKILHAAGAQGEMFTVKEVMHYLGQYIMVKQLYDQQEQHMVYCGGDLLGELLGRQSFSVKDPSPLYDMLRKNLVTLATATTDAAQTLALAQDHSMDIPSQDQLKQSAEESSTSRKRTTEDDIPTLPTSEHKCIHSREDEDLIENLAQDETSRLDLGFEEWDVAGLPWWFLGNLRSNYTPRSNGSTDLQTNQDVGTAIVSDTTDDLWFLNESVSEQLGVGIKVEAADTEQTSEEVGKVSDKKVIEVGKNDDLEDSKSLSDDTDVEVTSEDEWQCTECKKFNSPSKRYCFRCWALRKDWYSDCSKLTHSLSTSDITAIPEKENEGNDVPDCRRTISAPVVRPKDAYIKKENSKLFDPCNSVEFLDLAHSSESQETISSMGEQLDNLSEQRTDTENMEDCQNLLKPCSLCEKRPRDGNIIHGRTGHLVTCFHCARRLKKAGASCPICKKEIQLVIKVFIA
Target sequence (Q00987 whole entry, looked up): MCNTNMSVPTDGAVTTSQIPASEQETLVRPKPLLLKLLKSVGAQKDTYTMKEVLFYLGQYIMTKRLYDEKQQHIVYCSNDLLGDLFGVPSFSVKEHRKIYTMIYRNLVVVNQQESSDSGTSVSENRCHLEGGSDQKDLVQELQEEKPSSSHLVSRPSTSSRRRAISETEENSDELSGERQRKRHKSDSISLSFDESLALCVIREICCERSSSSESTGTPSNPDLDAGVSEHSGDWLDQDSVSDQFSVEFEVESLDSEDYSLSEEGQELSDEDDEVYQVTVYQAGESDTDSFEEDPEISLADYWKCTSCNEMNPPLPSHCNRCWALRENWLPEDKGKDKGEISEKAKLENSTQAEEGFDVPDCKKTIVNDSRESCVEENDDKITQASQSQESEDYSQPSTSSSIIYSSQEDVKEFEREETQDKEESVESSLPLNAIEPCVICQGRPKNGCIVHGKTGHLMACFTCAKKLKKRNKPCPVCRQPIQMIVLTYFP
Numbers without * were called inactive.

Sequence of screens: UPR CHOP act	Jurkat NFkB inh	tim10-1 inh	697 NFkB inh	UPR XBP1 act	tim23-1 inh	TIM10 inh	Mdm2-MdmX inh
Cc1sc2c(c1C)C(=O)NC(c1ccccc1F)N2 (stereo unspecified)
  2.6	-41	27	-121	4	23	28	7
O=C(NNC(=O)c1sccc1-n1cccc1)c1ccccc1
  -1.5	7	-1	11	-2	0	1	0
CC(C)OCC(O)CN (stereo unspecified)
  -0.3	0	21	10	0	4	-14	23
Cc1ccc(S(=O)(=O)NNC(=O)c2cccnc2)cc1
  -1.6	11	9	-13	0	-2	3	-20
COc1cccc(-c2cc(C(=O)Nc3nc4ccccc4s3)c3ccccc3n2)c1
  2.5	15	23	0	0	11	14	15
CN(CC(=O)Nc1ccccc1Cl)C(=O)Cn1cnc2ccc(Cl)cc2c1=O
  1.4	-18	-14	4	0	-17	-5	11
Cc1ccc(C=C2C(Cl)=C(Cl)C(Cl)=C2Cl)cc1
  -4.5	0	64*	4	-4	74*	64*	20
O=C(CCS(=O)(=O)Cc1ccccc1)Nc1nnc(C(F)(F)F)s1
  -0.5	-4	16	21	-5	15	20	7
Oc1ccc2ccccc2c1C=Nc1cc(C(F)(F)F)ccc1N1CCCC1
  0.0	23	12	9	-9	14	7	28
CCCN1C(=O)N(C)C(N(O)C(=O)NC)C1(C)C (stereo unspecified)
  -1.7	-7	-8	17	2	-5	-18	8

3 entries out of the list above, sorted by their value in Jurkat NFkB inh, smallest number first.
compound	Jurkat NFkB inh
CN(CC(=O)Nc1ccccc1Cl)C(=O)Cn1cnc2ccc(Cl)cc2c1=O	-18
Cc1ccc(C=C2C(Cl)=C(Cl)C(Cl)=C2Cl)cc1	0
COc1cccc(-c2cc(C(=O)Nc3nc4ccccc4s3)c3ccccc3n2)c1	15

The list continues:
Sequence of screens: UPR CHOP act	Jurkat NFkB inh	tim10-1 inh	697 NFkB inh	UPR XBP1 act	tim23-1 inh	TIM10 inh	Mdm2-MdmX inh
COc1cc(-c2noc(C)c2C#Cc2nccn2C)cc(OC)c1OC
  -2.8	13	23	-14	4	30	7	48
O=C(Nc1cc(SCC(O)CO)cc([N+](=O)[O-])c1)c1ccc(-n2cnnn2)cc1 (stereo unspecified)
  0.3	-2	-3	7	-1	-6	22	9
COC(=O)c1cnn(-c2cc(Oc3cccc(C)c3)ncn2)c1N
  0.7	-5	15	-12	7	13	-12	-2
C/C(N)=C(/C#N)C(=O)CSc1ccc2c(c1)OCCO2
  0.2	-51	23	-72	0	11	-2	-11
O=C(CSc1nnc(-c2cccs2)o1)N1CCCc2ccccc21
  1.5	2	19	7	0	9	9	-8
Cc1ccc(-c2nnc(NC(=O)C3=COCCO3)o2)c(C)c1
  2.2	-1	19	-10	4	43	11	19
Cc1ccc(CN2CCC(C(=O)Nc3cccc(-c4cccc(F)c4)c3)CC2)o1
  0.3	-8	2	-12	-5	-11	3	27
COc1ccc(Cl)cc1S(=O)(=O)NCc1cccnc1
  0.3	9	4	16	-3	4	3	-8
S=C(Nc1cccc(Cl)c1Cl)NC1CCN(Cc2ccccc2)CC1
  0.2	5	-16	-6	-2	18	-26	27
Cc1ccc(C(=O)CSc2nc3cc(S(=O)(=O)N4CCOCC4)ccc3o2)cc1
  -1.0	-13	14	-19	-1	1	-5	-3
Cc1ccc(CNc2ccc(N3C(=O)CCCC3=O)cc2[N+](=O)[O-])cc1
  0.8	-3	4	-6	-1	0	-17	23
Cc1ccc(S(=O)(=O)N2CCCCC2)cc1NC(=O)CSc1ccc2c(c1)OCCO2
  -0.8	0	36	-6	-5	18	14	13
O=C(COC(=O)c1cccnc1)Nc1ccc2c(c1)OCO2
  1.3	7	-17	13	6	-4	-20	20
O=C(Nc1ccncc1)Nc1ccc(Br)cc1Cl
  -1.2	-3	-23	33	-1	-14	-76	16
CCOC(=O)c1cc2c(ccn2C)n1Cc1ccccc1Cl
  2.5	17	-28	5	4	13	11	20
O=C(O)c1ccc(-n2nc(-c3ccccc3)c3ccccc3c2=O)cc1
  3.7	12	-6	8	-1	8	-8	14
COc1ccc(OCC(O)CN2CCc3ccccc3C2)cc1 (stereo unspecified)
  2.3	-12	9	2	-3	7	9	-14
C=CCC1Cc2c(Br)cccc2C(CC=C)N1 (stereo unspecified)
  1.0	4	33	18	3	53*	20	8
O=C(c1cc(-c2ccc(Cl)c(Cl)c2)on1)N1CCN(c2ccccc2)CC1
  2.1	-23	9	10	0	2	-21	25
CCOC(=O)CCn1c(=O)c2c(nc(Br)n2Cc2ccccc2)n(C)c1=O
  -1.1	3	2	10	3	8	4	12
Cc1cc(NC(=O)c2cc(CC(C)C)on2)n(-c2ccccc2)n1
  -0.3	-5	23	-12	-2	21	8	8
O=C1OC[C@@H]2CCCN2C(=O)[C@@H](CC(=O)N(CCO)Cc2ccccc2)C/C=C\C[C@@H]1Cc1ccc(F)cc1
  2.0	4	6	0	-2	9	3	0
O=C(CN1CCN(c2ccccn2)CC1)NC1CCCC1
  0.3	-2	8	21	1	19	1	19
Cc1cnc(C(=O)Nc2ccc(S(=O)(=O)NCC(C)C)cc2)cn1
  0.8	-7	-14	-7	-6	-8	-1	-1
CO/N=C/NC(=O)c1c(OC)ccnc1Oc1ccccc1
  1.7	9	8	16	-5	9	11	9
C/C=C(/C)C(=O)O[C@@H]1[C@H](OC(=O)C=C(C)C)c2c(ccc3ccc(=O)oc23)OC1(C)C
  2.0	2	10	-12	3	23	23	13
COc1cc(C(C)=O)ccc1COc1ccc(C(=O)OCC(=O)NC(C)(C)C)cc1OC
  -0.1	2	24	14	-3	20	20	7
CC1=CC(c2ccccc2)n2nc(NC(=O)CCCC(=O)O)nc2N1 (stereo unspecified)
  -2.1	-9	7	-7	-2	-6	-24	16
O=C(COc1ncnc2cc([N+](=O)[O-])ccc12)NC(=O)NC1CCCCC1
  -2.8	14	9	16	-2	4	5	9
C/C(=N/NC(=O)c1cc(C(C)C)[nH]n1)c1cccs1
  -3.8	-68	13	-88	-3	5	5	-76
CSCC[C@H](NC(=O)Nc1ccccc1C)C(=O)O
  -0.9	-14	11	7	1	9	-19	-26
CC(C)OC(=O)CC1=NC(=O)CS1
  -1.7	-5	10	10	-2	6	3	12
COc1cc(OC)c(/C=N/NC(N)=S)cc1Br
  -0.6	-9	8	55*	3	16	8	25
CC1(C)c2ssc(=S)c2-c2ccccc2N1C(=O)CSC1=NCCS1
  -1.1	1	38	-10	5	10	16	52*
Cc1ccc(NC(=O)CSc2nccn2Cc2ccco2)cc1
  6.5	-53	-2	-57	1	24	10	-11
Cc1ccc(C)c(S(=O)(=O)Nc2ccc(O)c3ccccc23)c1
  1.1	-8	15	-2	-2	19	11	19
O=C(NCCCN1CCOCC1)c1ccc(NS(=O)(=O)c2cccc([N+](=O)[O-])c2)cc1
  -0.5	9	-20	15	-5	0	3	18
Cc1ccc(C(=O)C2=C(O)C(=O)N(CCCN(C)C)C23C(=O)N(C)c2ccccc23)o1 (stereo unspecified)
  1.5	-7	11	19	-3	11	-16	-8
CC1CCCCN1C(=O)Cn1nnc(-c2cccnc2)n1 (stereo unspecified)
  -1.7	-4	-5	-16	-3	6	-1	-5
CCn1c(SCC(=O)Nc2ccc3c(c2)OCO3)nc2c(c1=O)SC(C)C2 (stereo unspecified)
  -1.9	9	-16	-21	-3	-10	-42	47
CCN(c1ccccc1)S(=O)(=O)c1cccc(C(=O)NCc2ccccn2)c1
  0.2	8	-23	-6	-2	-8	-24	9
COc1cc2c(cc1NC(=O)COC(=O)[C@@H](NS(=O)(=O)c1ccccc1)C(C)C)oc1ccccc12
  3.0	-95	16	-36	1	28	15	19
COc1ccc(-c2nn[nH]n2)cc1OC
  -1.8	-4	-2	1	-3	12	0	22
O/N=C/Cc1[nH]c2ccccc2c1-c1ccccc1
  -1.5	-17	25	2	-4	28	-8	-1
O=C(Nc1ccnc(-c2cccnc2)n1)c1cccs1
  0.7	-7	8	8	1	15	10	14
COc1cccc(/C=C/C(=O)OCC(=O)Nc2ccc(N3CCOCC3)cc2)c1OC
  4.2	18	-1	4	-2	-18	-2	11
COc1cc(/C=C2\SC(=S)N(N3CCOCC3)C2=O)cc(OC)c1OC
  -2.6	-1	25	17	0	19	34	35
CCCCNC(=O)CSc1cc(=O)n(C)c2ccccc12
  -1.6	-11	22	-12	0	13	7	0
CC1CN(C(=O)COC(=O)c2ccc(Cl)c(S(=O)(=O)N3CCCCC3)c2)CC(C)O1 (stereo unspecified)
  -1.7	6	14	-12	-1	23	-16	-2
O=C1CC(N(CCc2ccccc2)C(=S)Nc2cc(Cl)ccc2Cl)C(=O)N1c1c(Cl)cccc1Cl (stereo unspecified)
  3.7	-2	34	-22	-4	15	10	31

Later entries.
Sequence of screens: UPR CHOP act	Jurkat NFkB inh	tim10-1 inh	697 NFkB inh	UPR XBP1 act	tim23-1 inh	TIM10 inh	Mdm2-MdmX inh
CNC(=O)CN(c1ccc(C23CC4CC(CC(C4)C2)C3)cc1)S(C)(=O)=O
  -2.1	21	24	3	2	-2	2	-3
Cc1sc2ncnc(SCC(=O)N3CCCC(C(N)=O)C3)c2c1C (stereo unspecified)
  3.6	-9	3	21	0	-6	-1	-5
COc1cc(NC(=S)N2CCCC(CO)C2)cc(OC)c1 (stereo unspecified)
  1.3	5	4	4	-1	6	-23	17
CC1=CCC2C(=O)N(C(C)c3ccccc3)C(=O)C2C1 (stereo unspecified)
  -1.5	-2	10	24	0	12	14	-4
CCn1cnc2cc(NCc3cccs3)ccc21
  3.7	-32	2	-5	2	6	-16	-35
CCOC(=O)C1=C(CC)Nc2ccccc2N=C1NC(=O)Cn1cnc2ccccc2c1=O
  -1.9	-7	-10	6	-2	-5	1	20
CC1CN(C)C(C)C/C1=N\Oc1ccc([N+](=O)[O-])cc1 (stereo unspecified)
  1.4	-16	-3	11	1	9	-14	2
CCc1ccc(Oc2coc3cc(OCC(=O)Nc4cc(C)ccc4C)ccc3c2=O)cc1
  -2.2	3	8	-10	25	-10	-9	52*
CCc1ccc(Sc2cc(C(=O)NCCN3CCOCC3)c3ccccc3n2)cc1
  -0.8	-1	14	-6	-5	15	16	-4
COc1ccc(CN2CCNC(=O)C2CC(=O)N2CCCN(C(C)=O)CC2)c(OC)c1 (stereo unspecified)
  0.1	10	9	5	-5	4	8	11
CC(=O)Nc1nnc(CCS(=O)(=O)c2ccc(C)cc2)s1
  -0.9	7	3	8	1	5	14	14
Cn1c(=O)cc(SCC(=O)N2CCN(C3CCCCC3)CC2)c2ccccc21
  2.3	-9	-18	38*	-3	6	-20	34
CCOC(=O)c1c(S(=O)(=O)NCc2ccco2)c(C)n(C)c1C
  -0.1	-2	14	3	-6	1	12	13
COc1ccccc1C(=O)N/N=C(\C)CC(=O)Nc1ccc(Cl)cn1
  -2.9	-1	-13	-7	1	0	8	10
COc1ccccc1CNc1nc(=S)[nH]c2cc(OC)c(OC)cc12
  -0.4	-8	17	-4	-6	13	-1	29
NC(=O)COC(=O)CC12CC3CC(CC(Br)(C3)C1)C2
  0.3	9	-8	2	1	4	3	-10
COc1ccc(C(C)=O)cc1COC(=O)CCNS(=O)(=O)c1ccc(C)cc1
  -0.4	-7	6	5	-3	8	2	8
CCOCCCNC(=O)CN(c1cc([N+](=O)[O-])ccc1OC)S(C)(=O)=O
  1.1	7	-5	18	1	5	0	6

Of the compounds above, these have a COOH group.
Sequence of screens: UPR CHOP act	Jurkat NFkB inh	tim10-1 inh	697 NFkB inh	UPR XBP1 act	tim23-1 inh	TIM10 inh	Mdm2-MdmX inh
O=C(O)c1ccc(-n2nc(-c3ccccc3)c3ccccc3c2=O)cc1
  3.7	12	-6	8	-1	8	-8	14
CC1=CC(c2ccccc2)n2nc(NC(=O)CCCC(=O)O)nc2N1 (stereo unspecified)
  -2.1	-9	7	-7	-2	-6	-24	16
CSCC[C@H](NC(=O)Nc1ccccc1C)C(=O)O
  -0.9	-14	11	7	1	9	-19	-26
